Assay outcomes from PubChem.
Pin1 inh = human Pin1 inhibition; Q13526; Pin1 FP peptide displacement, HiFluor488, 10 min; Potency, µM (titrated, usually from 115 µM), for inactives: top-dose activity, negative = inhibition, usual class: inhibitors; actives 0.009% (n = 390,000); active = well fitted inhibition curve with a large enough effect in the polarisation, with a control signal flat, not every such curve was filed as active; inconclusive = small, poorly fitted or top-dose-only effect, or effect the other way, or a change in a side signal; inactive = no such curve, though single readings can be large or run the other way; the % refers to the polarisation; also: potency is read from the fitted curve at half-maximal effect; % is scaled to controls: 0 for no effect and ±100 for the full control effect
Target sequence (Q13526 whole entry, looked up): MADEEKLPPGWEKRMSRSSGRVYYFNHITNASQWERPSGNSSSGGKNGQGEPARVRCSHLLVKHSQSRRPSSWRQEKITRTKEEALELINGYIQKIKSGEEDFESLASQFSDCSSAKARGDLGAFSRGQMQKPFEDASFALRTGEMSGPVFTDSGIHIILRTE
ERG-DNA inh = ERG Ets/DNA interaction inhibition; AID 624246; P11308; Potency, µM (top dose mostly 76.9 µM), inactives show top-dose FP activity, negative = inhibition, hits mostly inhibitors; actives 0.028% (n = 370,000); fluorescence polarization, His-ERG Ets domain / labelled DNA; active = well fitted inhibition curve with a large enough effect in the polarisation, with a control signal flat; inconclusive = small, poorly fitted or top-dose-only effect, or effect the other way, or a change in a side signal; inactive = no such curve, though single readings can be large or run the other way; the % refers to the polarisation;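 also: polarization taken with two DNA probes labelled with fluorescein and Texas red; potency is read from the fitted curve at half-maximal effect; % of control where 0% means no effect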
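His-tagged ERG Ets domain (1 uM in the protein solution; 300mM KCl, 50mM Tris-HCl, 1mM EDTA, 1mM DTT, pH 7.5) received compound, then a probe mix of 5 nM fluorescein-DNA and 100nM Texas-615-DNA. Fluorescence polarization was read for both dyes.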
JMJD2A Tudor inh = inhibitors of human JMJD2A Tudor domain; Potency, µM (titrated, usually from 114 µM), for inactives: top-dose activity change, negative = inhibition, most hits filed as inhibitors; AID 504339; actives 4.4% (n = 390,000); AlphaScreen JMJD2A-Tudor / H3K4me3 peptide binding; O75164; also: potency is read from the fitted curve at half-maximal effect; % is scaled to controls: 0 for no effect and ±100 for the full control effect; nearly all actives have a fitted effect of over 50% in size
PI4K2A inh = inhibitors of human PI4K2A | Q9BTU6 | purified PI4K2A, ADP-Glo luminescence, 1 h; hits give low values | activity change, negative = inhibition, % at 76.9 µM | actives 0.13% (n = 420,000); in the data active = activity change below about -50%; inconclusive = mostly about -30% to -49%;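 also: -100% = wells without enzyme as full effect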
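In this quantitative HTS, ADP production by PI4K2A was quantified luminescently after 1 h at ambient temperature; 100 microM adenosine served as plate-quality control.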
G9a block = blocks human histone lysine methyltransferase G9a | Q96KQ7 | G9a H3K9 monomethylation, AlphaScreen, 2 h | Potency, µM (titrated, usually from 102 µM), inactives show top-dose activity, negative = inhibition, most hits filed as inhibitors | actives 8.8% (n = 350,000); also: potency is read from the fitted curve at half-maximal effect; % is scaled to controls: 0 for no effect and ±100 for the full control effect; nearly all actives have a fitted effect of over 75% in size
Target sequence (Q96KQ7 913-1193 limits assumed): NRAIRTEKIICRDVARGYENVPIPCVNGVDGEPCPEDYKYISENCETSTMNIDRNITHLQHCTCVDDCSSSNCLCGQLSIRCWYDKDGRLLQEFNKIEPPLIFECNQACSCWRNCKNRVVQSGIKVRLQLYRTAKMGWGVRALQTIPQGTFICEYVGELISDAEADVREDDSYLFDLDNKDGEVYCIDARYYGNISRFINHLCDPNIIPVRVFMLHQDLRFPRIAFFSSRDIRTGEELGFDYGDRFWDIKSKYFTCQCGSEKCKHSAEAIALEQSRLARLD
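Enzyme 20 nM + cpd, 15 min RT; add b-H3K9 pep 500 nM / SAM 20 uM; 2 h RT; anti-H3K9me1 Ab 0.5 ug/mL + SA donor / anti-rabbit acceptor beads 20 ug/mL each, 10 min; AlphaScreen read.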
BAZ2B inh = blocks human BAZ2B. AlphaScreen BAZ2B-H3K14Ac peptide displacement. Potency, µM (top dose mostly 114 µM), for the others: at the top dose activity change, negative = inhibition, hits mostly inhibitors. actives 4.4% (n = 360,000). AID 504333; also: potency is read from the fitted curve at half-maximal effect; % is scaled to controls: 0 for no effect and ±100 for the full control effect; nearly all actives have a fitted effect of over 60% in size
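Complex of BAZ2B and biotin-H3K14Ac (50 nM apiece) forms over 30 min at RT, then faces library compounds up to 110 uM for another 30 min; AlphaScreen beads added, 20 min dark incubation, luminescence read.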
HP1b chromo inh = HP1-beta chromodomain-methylated histone interaction inhibition | AlphaScreen HP1-beta / biotin-H3K9me3 peptide binding | Potency, µM (titrated, usually from 114 µM), inactives show at the top dose activity change, negative = inhibition, hits mostly inhibitors | actives 0.56% (n = 390,000) | AID 540317; also: potency is read from the fitted curve at half-maximal effect; nearly all actives have a fitted effect of over 70% in size; inactives centre near 23
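HP1-beta protein (50 nM final) preincubated 30 min at room temperature with biotinylated H3(1-18)K9me3 peptide (50 nM) in PBS pH 7.4, 0.01% Tween-20, then compound added for 30 min. AlphaScreen streptavidin donor/nickel chelate acceptor beads (10 ug/mL final), 30 min dark, luminescence read.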
Tb PGK inh = blocks T. brucei phosphoglycerate kinase; Potency, µM (series often up to 57.5 µM), for the others: at the top dose activity change, negative = inhibition, usual class: inhibitors; actives 0.043% (n = 380,000); AID 602233; PGK/GAPDH coupled, Kinase-Glo luminescence, 60 min; also: potency is read from the fitted curve at half-maximal effect; % is scaled to controls: 0 for no effect and ±100 for the full control effect; nearly all actives have a fitted effect of over 60% in size
Target sequence (P07378 whole entry, looked up): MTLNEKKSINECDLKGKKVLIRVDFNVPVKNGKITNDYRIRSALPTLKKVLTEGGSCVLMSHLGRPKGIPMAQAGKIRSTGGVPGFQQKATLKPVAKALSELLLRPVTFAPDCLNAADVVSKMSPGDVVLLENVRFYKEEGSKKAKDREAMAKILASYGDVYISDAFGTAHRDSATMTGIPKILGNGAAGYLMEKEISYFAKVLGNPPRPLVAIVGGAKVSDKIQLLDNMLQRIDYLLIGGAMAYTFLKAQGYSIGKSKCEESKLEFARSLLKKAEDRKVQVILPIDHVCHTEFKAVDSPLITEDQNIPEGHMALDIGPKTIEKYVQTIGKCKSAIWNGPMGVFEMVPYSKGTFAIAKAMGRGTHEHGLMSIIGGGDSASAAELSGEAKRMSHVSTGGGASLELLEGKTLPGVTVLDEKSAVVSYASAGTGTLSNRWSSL
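Luminescent ATP detection (Kinase-Glo Plus) follows a 60-minute room-temperature incubation, with wells lacking PGK as controls. Buffer: 100 mM TEA (pH 7.6), 5 mM MgCl2, 0.01% Tween-20. Coupling enzyme GAPDH (100 nM final) supplies unstable 1,3-BPG in-well.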
GLS inh = blocks human kidney-isoform glutaminase activity | Potency, µM (titrated, usually from 45.5 µM), inactives show top-dose activity change, negative = inhibition, most hits filed as inhibitors | actives 0.21% (n = 410,000) | O94925 | GLS enzymatic activity, qHTS titration | AID 624170; also: potency is read from the fitted curve at half-maximal effect; % is scaled to controls: 0 for no effect and ±100 for the full control effect
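Glutamate formation by hKGA was monitored fluorometrically using coupled glutamate oxidase, HRP and Amplex Red. Substrate was added as 1 mM L-glutamine solution; incubation was 30 min at RT after an initial read.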
* hit, by the source's call; & = joins results of further samples; [ ] = dose if it differs, or a comment. Unless noted, calls follow the shape of the dose curve; as a rule, active = well fitted curve in the direction sought with a large enough effect; inconclusive = small, poorly fitted or top-dose-only effect, or another doubt; inactive = no such curve, though single readings can be large; an effect the other way counts as inactive or inconclusive.

How did O=C(O)C(=O)/C(=C\c1ccc([N+](=O)[O-])cc1)c1ccc2ccccc2n1 do in these assays?
Pin1 inh: 35%[activator]; ERG-DNA inh: -5%; JMJD2A Tudor inh: inconclusive; PI4K2A inh: -1; G9a block: 35µM*; BAZ2B inh: inconclusive; HP1b chromo inh: 1%; Tb PGK inh: -4%; GLS inh: 4%

Results for O=C(NCCCN1CCCCC1)c1ccc2c(c1)ncn2C1CCCC1 ?
Pin1 inh: -6%; ERG-DNA inh: 5%; JMJD2A Tudor inh: -8%; PI4K2A inh: 1; G9a block: 45µM*; BAZ2B inh: -19%; HP1b chromo inh: 43%[activator]; Tb PGK inh: inactive; GLS inh: -7%

How did COc1ccc2oc(C(=O)OCC(=O)N3CC(C)OC(C)C3)c(C)c2c1 (centres undefined) do in these assays?
Pin1 inh: -8%; ERG-DNA inh: -1%; JMJD2A Tudor inh: -14%; PI4K2A inh: -1; G9a block: -11%; BAZ2B inh: -13%; HP1b chromo inh: 10%; Tb PGK inh: inactive; GLS inh: 1%

What do the screens show for `CCCCCCCCNS(=O)(=O)CCNCc1ccccc1`?
Pin1 inh: 1%; ERG-DNA inh: 11%; JMJD2A Tudor inh: 19%; PI4K2A inh: 1; HP1b chromo inh: 98%[activator]; Tb PGK inh: inactive; GLS inh: 7%

What do the screens show for `Cc1nn(CC(=O)Nc2ccc(Cl)c(S(=O)(=O)N(C)C)c2)c(C)c1[N+](=O)[O-]`?
Pin1 inh: inconclusive; ERG-DNA inh: -5%; JMJD2A Tudor inh: -16%; PI4K2A inh: -3; G9a block: -11%[59 µM]; BAZ2B inh: -1%; HP1b chromo inh: 28%; Tb PGK inh: -5%; GLS inh: -3%

What do the screens show for `COc1ccc(-c2nc(CS(=O)CC(=O)NCc3ccc4c(c3)OCO4)c(C)o2)cc1OC` (centres undefined)?
Pin1 inh: -1%; ERG-DNA inh: 6%; JMJD2A Tudor inh: -13%; PI4K2A inh: -10; G9a block: -13%; BAZ2B inh: inconclusive; HP1b chromo inh: 46%[activator]; Tb PGK inh: 8%; GLS inh: -10%

Results for Nc1ncnc2c1cnn2-c1ccccc1 ?
Pin1 inh: -2%; JMJD2A Tudor inh: -5%; PI4K2A inh: inconclusive; G9a block: -5%; BAZ2B inh: 2%; HP1b chromo inh: 19%; Tb PGK inh: inactive; GLS inh: -8%

What do the screens show for `COc1ccc(-c2[nH]c(-c3ccccc3)nc2SCC(=O)Nc2nccs2)cc1`?
Pin1 inh: 4%; ERG-DNA inh: 3%; JMJD2A Tudor inh: inconclusive; PI4K2A inh: -3; G9a block: 11µM*; BAZ2B inh: inconclusive; HP1b chromo inh: -4%; Tb PGK inh: -1%; GLS inh: -5%

What do the screens show for `COc1ccc2c(C)cc(SCC(=O)Nc3cc(C(N)=O)cc(C(N)=O)c3)nc2c1`?
Pin1 inh: 143%[activator]; ERG-DNA inh: 13%; JMJD2A Tudor inh: -17%; PI4K2A inh: -2; G9a block: -31%; BAZ2B inh: inconclusive; HP1b chromo inh: 38%; Tb PGK inh: -6%; GLS inh: 0%

What do the screens show for `CCCCN(CC)CCNC(=O)c1nn(-c2ccc(OC)cc2)c(=O)c2c1c1ccccc1n2C`?
Pin1 inh: 5%&-2%; ERG-DNA inh: -2%&-4%; JMJD2A Tudor inh: -13%&-10%; PI4K2A inh: -6&1; G9a block: -17%; BAZ2B inh: 9%; HP1b chromo inh: 5%&34%; Tb PGK inh: -8%; GLS inh: -16%&0%

Results for COc1ccc(CC(=O)N/N=C(\C)CC(=O)Nc2ccc(N(C)C)cc2)cc1OC ?
Pin1 inh: -5%; ERG-DNA inh: 1%; JMJD2A Tudor inh: -25%; PI4K2A inh: -5; G9a block: inconclusive; BAZ2B inh: 22%; HP1b chromo inh: -8%; Tb PGK inh: -1%; GLS inh: 0%

Results for Cn1nc(C(=O)NCCCN2CCCCC2)c2c1-c1ccccc1SC2 ?
Pin1 inh: 1%; ERG-DNA inh: -2%; JMJD2A Tudor inh: -7%; PI4K2A inh: -11; G9a block: 9%; BAZ2B inh: -26%; HP1b chromo inh: 20%[57 µM]; Tb PGK inh: 7%; GLS inh: 14%

Results for CCCOc1ccc(-c2nc(N3CCC(C)CC3)c3ccccc3n2)cc1 ?
Pin1 inh: -2%; ERG-DNA inh: -4%; JMJD2A Tudor inh: -7%; PI4K2A inh: 1; G9a block: -33%[59 µM]; BAZ2B inh: -5%; HP1b chromo inh: 22%; Tb PGK inh: 6%; GLS inh: 21%

How did CC(C)c1ccccc1OCC(=O)Nc1ccccc1C(=O)N1CCOCC1 do in these assays?
Pin1 inh: -6%; ERG-DNA inh: -3%; JMJD2A Tudor inh: -9%; PI4K2A inh: -2; G9a block: -4%; BAZ2B inh: -10%; HP1b chromo inh: 16%; Tb PGK inh: 2%; GLS inh: 8%

Results for COc1ccc(CCN(C)C2CCCN(S(C)(=O)=O)C2)cc1OC (centres undefined) ?
Pin1 inh: 1%; ERG-DNA inh: 3%; JMJD2A Tudor inh: -9%; PI4K2A inh: -1; G9a block: inconclusive; BAZ2B inh: 0%; HP1b chromo inh: 6%; Tb PGK inh: 6%; GLS inh: 16%

Results for COc1ccc(CNC(=O)c2cc3c(=O)n(Cc4ccc(OC)cc4)ccc3nc2C)cc1 ?
Pin1 inh: 24%; ERG-DNA inh: 0%; JMJD2A Tudor inh: -10%; PI4K2A inh: -2; G9a block: 11%[59 µM]; BAZ2B inh: -11%; HP1b chromo inh: 40%[activator]; Tb PGK inh: 8%; GLS inh: -1%

What do the screens show for `CCn1c(SCc2cc(=O)[nH]c3ccccc23)nc2c1c(=O)n(C)c(=O)n2C`?
Pin1 inh: -2%; ERG-DNA inh: 7%; JMJD2A Tudor inh: -10%; PI4K2A inh: 1; HP1b chromo inh: 38%; Tb PGK inh: -5%; GLS inh: -2%

What do the screens show for `Cc1[nH]nc2c1C(c1cccc(O)c1)C1=C(CC(C)(C)CC1=O)N2` (centres undefined)?
Pin1 inh: -8%; ERG-DNA inh: 7%; JMJD2A Tudor inh: -9%; PI4K2A inh: -6; G9a block: -9%; BAZ2B inh: 2%; HP1b chromo inh: 26%; Tb PGK inh: 8%; GLS inh: 5%

How did O=C(Nc1ccc(S(=O)(=O)N2CCCCC2)cc1)C1CCCN(C(=O)c2ccc(Cl)cc2)C1 (centres undefined) do in these assays?
Pin1 inh: 15%; ERG-DNA inh: -4%; JMJD2A Tudor inh: 0%[57.1 µM]; PI4K2A inh: -2; G9a block: inconclusive; BAZ2B inh: -29%; HP1b chromo inh: 32%; Tb PGK inh: inactive; GLS inh: 0%

What do the screens show for `CCOC(=O)C1CCCN(C(=O)c2ccc(NC(=O)c3nsc4ccccc34)cc2)C1` (centres undefined)?
Pin1 inh: -1%; ERG-DNA inh: -3%; JMJD2A Tudor inh: -21%; PI4K2A inh: 0; G9a block: -35%[59 µM]; BAZ2B inh: -4%; HP1b chromo inh: 18%[57 µM]; Tb PGK inh: -9%; GLS inh: 0%

Results for Cc1cc([N+](=O)[O-])nn1Cn1nc([N+](=O)[O-])cc1C ?
Pin1 inh: -12%; ERG-DNA inh: -7%; JMJD2A Tudor inh: -15%; PI4K2A inh: 4; G9a block: 4%; BAZ2B inh: -14%; HP1b chromo inh: 25%; Tb PGK inh: 8%; GLS inh: -10%

Results for O=c1c(-n2cncn2)c[nH]n1-c1cccc(Cl)n1 ?
Pin1 inh: 0%; ERG-DNA inh: 12%; JMJD2A Tudor inh: 50µM*; PI4K2A inh: -10; G9a block: inconclusive; BAZ2B inh: 50µM*; HP1b chromo inh: inconclusive; Tb PGK inh: inactive; GLS inh: -4%

What do the screens show for `O=C(O)c1[nH]c2ccccc2c1NS(=O)(=O)Cc1ccccc1`?
Pin1 inh: 1%; ERG-DNA inh: 3%; JMJD2A Tudor inh: inconclusive; PI4K2A inh: -2; G9a block: inconclusive; BAZ2B inh: -38%; HP1b chromo inh: 6%; Tb PGK inh: 2%; GLS inh: 3%

Results for COc1ccc(CCNC(=O)CCc2ccc(S(=O)(=O)NCC(C)C)cc2)cc1OC ?
Pin1 inh: -3%; ERG-DNA inh: -15%; JMJD2A Tudor inh: -7%; PI4K2A inh: -2; G9a block: 13%; BAZ2B inh: 1%; HP1b chromo inh: 35%; Tb PGK inh: -6%; GLS inh: -8%

How did CN(C)S(=O)(=O)c1ccc(C(=O)NCC[N+]2(C)CCCCCC2)o1 do in these assays?
Pin1 inh: 8%; ERG-DNA inh: -3%; JMJD2A Tudor inh: -15%; PI4K2A inh: -1; G9a block: 4%; BAZ2B inh: -30%; HP1b chromo inh: 4%; Tb PGK inh: -1%; GLS inh: -1%

Results for CCOC(=O)N1CCC(NC(=O)c2ccc3c(c2)N(C)C(=O)/C(=C/c2cccc(OC)c2)S3)CC1 ?
Pin1 inh: 1%; ERG-DNA inh: -17%; JMJD2A Tudor inh: -2%; PI4K2A inh: -4; G9a block: 49%; BAZ2B inh: -26%; HP1b chromo inh: 67%[activator]; Tb PGK inh: -7%; GLS inh: -3%
